# miR122 inh: miR-122 Renilla sensor signal increase in Huh7, primary screen, miR-122 inhibitor project, cell-based, single point, plate reader; Huh7 miR-122 Renilla luciferase sensor, 48 h; neutral wells = 0, positive control = 100; activation (reporter increase), % at 12.5 µM; 340,000 tested, 0.3% active;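 active = mean replicate activation score at least 90 and every replicate individually at or above 90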;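 note: higher luciferase means less miR-122 activity so hits act as miR-122 inhibitors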
# C2C12 statin: suppressors of statin myotoxicity in C2C12 myotubes, primary screen, cell-based, single point, plate reader. rescue of ATP level, % at 7.49 µM. 330,000 tested, 0.78% active. C2C12 myotubes + simvastatin, ATP luminescence, 48 h; scaled: DMSO 0, geranylgeraniol control 100;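 active = mean ATP rescue above about 67%, or every replicate alone reaching that limit, limit read from the data, passing the limit was not always enough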;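 note: myotubes were challenged with 10 µM simvastatin during compound exposure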
# CFTR F508del cor: F508del CFTR correction, initial screen, CFBE line, single point; activity (quench increase), % at 7.58 µM; CFBE cells, YFP halide quenching; stimulated with forskolin plus potentiator P3; % fluorescence drop versus neutral controls; 350,000 tested, 0.36% active;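 active = mean added fluorescence quench of at least 8% versus neutral control, with both replicates also reaching 8%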;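 note: cells transiently co-express mutant CFTR-F508del with the halide-sensitive YFP; corrector assay measuring rescue of mutant channel to the surface after 24 h compound exposure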
# GSIS activator: GLuc luminescence reporter in INS-1E cells, primary screen for activators of glucose-dependent secretion of insulin | INS-1E GLuc reporter insulin secretion, 2-3 h | activation, % at 16.6 µM | 370,000 tested, 0.61% active;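 active = lowest replicate activation of at least 40%, so every replicate reaches that level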;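 note: 0% = median of neutral control wells and 100% = median of IBMX positive control wells; some compounds called inactive have numbers as strong as hits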
# FN deposition inh: inhibitors of fibronectin matrix deposition, primary screen, AH1F cells, Alexa488-fibronectin fluorescence, plate reader; AH1F fibroblasts, overnight; inhibition, % at 12.6 µM; 350,000 tested, 0.086% active; AID 743247, 2014;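 active = mean inhibition across replicates of 30% or more, regardless of how many single replicates reach that level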;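 note: positive control wells lacked labelled fibronectin entirely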
#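 Measured by – fluorescence 485/525 nm · System – AH1F fibroblast monolayer, labelled fibronectin deposition · Amount – 10000 cells per well · Buffer or medium – serum-reduced DMEM (2% serum) · Doses – single dose, pinned · Also added – fluorescent fibronectin at 24 nM final · Schedule – 1 h cell attachment, overnight exposure to compound and label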
# Cneo AK release: Cryptococcus neoformans cell lysis inducers, primary screen, AK release luminescence, single concentration. lysis activity, % at 15 µM. 360,000 tested, 0.2% active. C. neoformans lysis, adenylate kinase release luminescence, 4 h; normalised: neutral wells 0, clomiphene wells 100;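 active = mean lysis activity across replicates of at least 80%, whatever share of replicates individually reach that level; inactive = mean lysis activity below 80%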
#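 Material – Cryptococcus neoformans yeast cells · Quantity – 5 × 10^6 yeast cells/mL · Buffer or medium – YPD medium · Compound – single dose · Timing – 4 h static compound exposure, 37 °C, read 1 h post-reagent · Signal – adenylate kinase release luminescence · Read-out basis – lysis from increased AK signal · Benchmarks – Clomiphene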
# PGC1a acetyl inh: inhibitors of PGC1a acetylation signal, primary screen, cell-based, U2OS, AlphaScreen, inhibitor mode | AlphaScreen anti-acetyl-lysine; with virally co-expressed GCN5 acetyltransferase | 350,000 tested, 0.17% active | inhibition, % at 15.6 µM | AID 651687, 2012;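 active = every replicate shows inhibition of at least 40%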;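 note: 0% = neutral control wells and 100% = positive control wells; some results beyond the cut were filed as inactive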
# PglD DTNB: C. jejuni PglD acetyltransferase inhibitors, primary screen, biochemical, DTNB colorimetric, single point; inhibition, % at 12.5 µM; UDP-N-acetylbacillosamine N-acetyltransferase PglD (Campylobacter jejuni); 360,000 tested, 0.098% active; AID 602405, 2012; purified PglD enzyme, DTNB colorimetric CoA detection; in the data active = inhibition above about 16%, passing the limit was not always enough; note: strong numbers were not always called active
# * marks the source's active call; other numbers are inactive results; / = no result given; & = joins results of further samples; ! = a repeat was not active; [ ] = dose if it differs, or a comment.
SMILES,miR122 inh,C2C12 statin,CFTR F508del cor,GSIS activator,FN deposition inh,Cneo AK release,PGC1a acetyl inh,PglD DTNB
CC1(CC(=O)NNC(=O)Nc2ccccc2)OCCCO1,-9,1,/,1,/,-22,17,0
C[C@H](CO)N1C[C@H](C)[C@H](CN(C)CC2CCOCC2)Oc2cc(C#Cc3cccnc3)ccc2S1(=O)=O,-4[16.7 µM],-38,1.2,11,5,0,12,-4
CN(C)S(=O)(=O)c1ccc(Cl)c(NC(=O)COC(=O)CCC2CCCCC2)c1,2,-3,-0.6,/,-5,0,4,5
COCc1cc(=O)[nH]c2cc(NC(=O)C3CC3)c(C)cc12,-3,/,/,/,7,-1,-4,-2
CN(Cc1cccnc1)C(=O)CNC(=O)c1ccc(Cl)cc1Cl,/,/,-5.6,-2,-21,/,6,/
COCCN1C(=O)c2oc3ccccc3c(=O)c2C1c1ccc(OC)c(OC)c1 (stereo not drawn),-5,-11,-2.6,-6,-3,-4,0,0
C[C@H]1CN([C@@H](C)CO)C(=O)Cc2cc(NS(=O)(=O)c3ccccc3)ccc2O[C@H]1CN(C)S(C)(=O)=O,8[16.7 µM],17,-0.2,6,/,0,8,0
COc1ccc2[nH]cc(C(O)CN3CCC(C(N)=O)CC3)c2c1 (stereo not drawn),-8,23,/,/,/,-3,-7,/
COc1ccc(NC(=O)C2(C)Cc3c(-c4ccc(C(N)=O)cc4)ccnc3O2)cc1OC (stereo not drawn),-3,-4,-3.3,22,13,0,0,-1
O=C(O)c1ccc(/C=N/NC(=O)c2ccc(F)cc2)cc1,0,/,1.1,13,15,-4,13,-2
O=C(CSc1nnc(-c2ccccc2F)n1C1CC1)Nc1cccnc1Cl,4,/,/,/,-1,-4,1,6
O=C(COC(=O)/C=C/c1ccco1)Nc1cccc([N+](=O)[O-])c1,-13,/,/,-2,-3,1,-3,1
COc1ccccc1NC(=O)CSc1ccc(-c2ccccn2)nn1,0,9,8.1*,2,-2,1,/,5
O=C(CCNC(=O)c1ccco1)NNC(=O)c1ccc(Br)cc1,-10,0,2.4,16,4,/,/,/
CC1(C(=O)NS(=O)(=O)c2cccc(Cl)c2)CCN1C(=O)CCc1cccs1 (stereo not drawn),-3,-3,1.8,7,-2,0,/,4
Cc1nc(N)c(C#N)c(-c2ccccc2)c1C,-3,-36,/,27,/,1,15,0
COC(=O)[C@@]12CCCCN1[C@H](c1ccc(-c3ccc(C(C)=O)cc3)cc1)[C@H]1C(=O)N(C)C(=O)[C@H]12,-1,0,0.8,4,-2,1,5,1
C=CCOc1c(CNn2nnnc2N)cccc1OC,-8,-12,/,5,/,-1,48,3
O=C(NC1CCCC1)C1CC(=O)N(c2ccc(F)cc2)C1 (stereo not drawn),7,15,0.3,5,2,-1,1,-11
CC1CC(C)CN(c2ncnc3c2cnn3Cc2ccc(Cl)cc2)C1 (stereo not drawn),-5,6,/,/,/,-4,27,-1
Cc1ccccc1NC(=O)C1CCN(c2cc(-c3ccccc3)nc3ncnn23)CC1,-15,19,/,/,/,-2,1,-3
O=C1/C(=C/C=C/c2ccccc2)Oc2c1ccc(O)c2CN1CCN(CCO)CC1,-3,46,-0.2,2,-8,-1,-8,-12
COc1ccc(S(=O)(=O)N(C)C[C@@H]2Oc3ccc(NC(=O)Cc4cn(C)c5ccccc45)cc3CC(=O)N([C@@H](C)CO)C[C@H]2C)cc1,-7[16.7 µM],7,-4.5,5,/,1,9,1
CC1CN(C(=O)COC(=O)/C=C/c2cccc([N+](=O)[O-])c2)CC(C)O1 (stereo not drawn),/,-2,2.6,10,9,-1,1,2
CC(C)c1nnc(NC(=O)C2CC(=O)N(CCc3ccc(F)cc3)C2)s1 (stereo not drawn),0,5,1.6,4,1,1,/,3

# (cont.)
SMILES,miR122 inh,C2C12 statin,CFTR F508del cor,GSIS activator,FN deposition inh,Cneo AK release,PGC1a acetyl inh,PglD DTNB
CC(OC(=O)Cc1ccc(F)cc1)C(=O)N1CCc2ccccc21 (stereo not drawn),-8,17,-1.1,3,11,0,-9,3
COc1ccc(C(=O)Nc2ccccc2C(=O)Nc2ccccn2)cc1,-2,-7,1.3,-1,-10,-1,-31,5
O=C1c2cccc3c(O)ccc(c23)C(=O)N1Cc1ccco1,-5,12,27*,-21,-2,0,-6,2
CC(C)CC(C(=O)NC(=O)NCc1ccccc1)N1C(=O)c2ccccc2C1=O (stereo not drawn),-13,8,/,/,/,4,-1,-10
O=C(COc1ccc(Cl)cc1)Nc1ncccn1,-5,3,/,16,-9,-4,1,9
CCC(=O)N1[C@H](CO)[C@H](c2ccc(C3=CCCC3)cc2)[C@H]1CNC(=O)CN(C)C,0[16.7 µM],1,-0.2,11,-6,0,14,3
C[C@H](CO)N1C[C@H](C)[C@@H](CN(C)Cc2ccncc2)Oc2ncc(C#Cc3cccnc3)cc2C1=O,-5[16.7 µM],-15,1.6,4,4,5,-2,-6
O=C(NC1CC1)C1=C[C@H](c2ccc(C(F)(F)F)cc2)C[C@H](OCCCCO)O1,/,-11,3.0,-4,-10,3,/,2
Cc1ccn2c(=O)nc(SCC(=O)N3CCCCC3)nc2c1,/,/,-1.5,6,6,-1,/,0
COc1ccc(-n2ccnc2SCC(=O)Nc2ccc(OC)cc2OC)cc1,7,10,/,22,/,4,13,-2
O=C(CCC(=O)N(CC(=O)NC1CCCCC1)Cc1ccccc1)Nc1nccs1,/,17,-0.6,17,1,-13,/,-4
COC(=O)c1cccc(NC(=O)CN2CCOCC2)c1,-4,8,/,/,/,1,4,2
COCCNC(=O)C(c1ccncc1)N(C(=O)Cn1nnc2ccccc21)c1ccc(OC)cc1 (stereo not drawn),-4,4,/,/,8,-2,8,1
CN1CCCN(C(=O)CNC(=O)c2ccc(Cl)cc2Cl)CC1,5,7,0.3,/,/,1,3,3
COc1cccc(/C=C/C(=C2/C(=O)N(c3ccccc3)N=C2C)c2ccccc2)c1OC,5,-7,/,1,7,/,/,/
O=C(COC(=O)[C@@H]1CC(O)CN1S(=O)(=O)c1ccc2c(c1)OCCO2)NCc1ccc(F)cc1 (stereo partly drawn),4,-6,-1.8,-12,/,-1,3,-2
C[C@@H]1CCCCO[C@@H](CN(C)Cc2ccccc2)[C@@H](C)CN([C@H](C)CO)C(=O)c2cc(NS(=O)(=O)c3ccc(Cl)cc3)ccc2O1,0[16.7 µM],/,3.4,-5,-9,5,-1,-2
CC1CCCC(NC(=O)CSc2nnc(-c3cccnc3)n2N)C1C (stereo not drawn),-6,1,-1.7,-16,-7,0,8,5
Cc1c(Cl)cccc1Nc1nc(N)nc(CN2CCCCCC2)n1,-1,90*,/,/,/,-1,-18,-9
S=C(Nc1ccc(Cl)c(Cl)c1)NN1CCOCC1,4,/,/,-5,/,-1,-2,-1
COc1ccc(-n2ccnc2CN2CCN(C3CCCC3)C(CCO)C2)cc1 (stereo not drawn),6,-8,-2.2,14,-6,/,-4,/
CCn1nnc(-c2ccccc2NC(=O)c2ccc(-n3cnnn3)cc2)n1,-9,-8,/,/,/,-1,-4,5
Cc1onc(-c2ccccc2)c1C(=O)Nc1c(C)n(C)n(-c2ccccc2)c1=O,-11,6,/,/,/,0,-5,-1
Cc1ccc(S(=O)(=O)N2CCCCC2)cc1NC(=O)Cn1cc(C(F)(F)F)ccc1=O,-1,9,4.6,-12,-12,0,7,-4
CCN(CC(=O)Nc1ccc(OC)cc1)C(=O)CCc1nc2ccccc2c(=O)[nH]1,-1,-2,-1.5,25,11,1,/,-9

# Brought forward from above: 6 compounds, then new ones.
SMILES,miR122 inh,C2C12 statin,CFTR F508del cor,GSIS activator,FN deposition inh,Cneo AK release,PGC1a acetyl inh,PglD DTNB
S=C(Nc1ccc(Cl)c(Cl)c1)NN1CCOCC1,4,/,/,-5,/,-1,-2,-1
COc1ccc(-n2ccnc2CN2CCN(C3CCCC3)C(CCO)C2)cc1 (stereo not drawn),6,-8,-2.2,14,-6,/,-4,/
CCn1nnc(-c2ccccc2NC(=O)c2ccc(-n3cnnn3)cc2)n1,-9,-8,/,/,/,-1,-4,5
Cc1onc(-c2ccccc2)c1C(=O)Nc1c(C)n(C)n(-c2ccccc2)c1=O,-11,6,/,/,/,0,-5,-1
Cc1ccc(S(=O)(=O)N2CCCCC2)cc1NC(=O)Cn1cc(C(F)(F)F)ccc1=O,-1,9,4.6,-12,-12,0,7,-4
CCN(CC(=O)Nc1ccc(OC)cc1)C(=O)CCc1nc2ccccc2c(=O)[nH]1,-1,-2,-1.5,25,11,1,/,-9
Cn1ccc2c(N3CCCCCC3)cc3c(c21)C1CCC3C1 (stereo not drawn),0,15,-5.1,-17,1,-1,2,3
Cc1cc(C)c(S(=O)(=O)c2cccc(C(F)(F)F)c2)c(=O)[nH]1,1,-4,1.8,12,-9,-3,1,2
N#Cc1ccc(-c2ccc(C3[C@@H]4CN(C(=O)C5CCC5)C[C@H]3N4)cc2)cc1 (stereo partly drawn),/,/,10*!,-6&0,-1&0,/,3&11,/
Cc1cc(C)c(C#N)c(N2CCN(c3ccccc3F)CC2)n1,8,-14,-0.4,-10,-9,-2,/,5
CN(C)S(=O)(=O)c1cc(NC(=O)CN2CCN(c3ccc(O)cc3)CC2)ccc1Cl,-1,/,-2.5,-5,-2,/,13,/
COc1ccc2[nH]cc(CCNC(=O)Cc3ccc(Br)cc3)c2c1,0,10,-2.6,-16,5,0,0,-5
NC(=O)c1nc(-c2ccco2)nc2c1[nH]c(=O)n2-c1ccc(Cl)c(Cl)c1,-1,-7,0.2,11,-1,0,-1,0
CC1CCCC(C)N1NC(=O)Cc1ccccc1 (stereo not drawn),4,-3,0.4,2,1,/,/,/
CC(=O)NC(CC(=O)NC1CCCCCC1)c1ccccc1 (stereo not drawn),-2,/,/,3,-4,4,-6,-6
O=C(CSCc1ccccc1F)NCc1ccc(F)cc1,-4,5,-1.4,-15,10,0,/,-1
CCC(C)N(C(=O)CSc1nnc(COc2ccccc2F)n1N)C1CCS(=O)(=O)C1 (stereo not drawn),/,10,-3.3,-1,-2,/,/,/
C/C(=N\Nc1nc(C)cc(-c2ccccc2)n1)c1ccc(C)o1,-1,/,/,/,-3,7,2,1
COc1ccc(NC(=O)c2ccc(NS(=O)(=O)c3c(C)noc3C)cc2)cc1OC,-1,-36,/,/,11,-2,4,8
C[C@@H]1CN([C@H](C)CO)C(=O)Cc2cc(NC(=O)Nc3cccc4ccccc34)ccc2O[C@H]1CN(C)Cc1ccc(C(=O)O)cc1,-3[16.7 µM],-2,-2.7,2,5,4,2,-3
C[C@H](CO)N1C[C@H](C)[C@H](CN(C)C(=O)C2CC2)Oc2ncc(C3=CCCC3)cc2C1=O,4[16.7 µM],10,-4.5,9,/,/,-12,/
COc1ccc(NC(=O)N(C)C[C@H]2OCCCC[C@@H](C)Oc3ccc(NS(=O)(=O)c4cn(C)cn4)cc3C(=O)N([C@@H](C)CO)C[C@@H]2C)cc1,13[16.7 µM],/,-1.9,8,/,1,-3,1
Cc1cccc(C)c1NC(=O)CN(C)C(=O)c1ccc(COc2ccccc2)cc1,0,14,-1.9,4,-3,0,/,6

# Compound activity: PubChem, Broad Institute

# Rows are unselected; 2.1% or so of the library scored in one or more.
